Source: PubChem (National Center for Advancing Translational Sciences (NCATS))
NPC1 prom act: activates the NPC1 promoter | Potency, µM (highest dose often 9.22 µM), for inactives: at the top dose activation, usual class: activators | Huh7 NPC1 promoter luciferase reporter, 24 h | hit rate 2.4% among 320,000 | AID 485313;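 note: % of control where 0% means no effect; nearly all actives have a fitted effect of over 60% in size; reporter is driven by a mutant NPC1 promoter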
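Stable NPC1-promoter luciferase Huh7 line; cpd (DMSO) 24 h, 37 °C, 5% CO2; Amplite luciferase reagent 10 min RT; luminescence readout. qHTS format.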
FLuc modulator: counter-screen for miR-21 project: firefly luciferase inhibitors or activators; purified FLuc, Km substrates, luminescence inhibition; Potency, µM (doses to about 57.5 µM), for inactives: at the highest dose activity change, negative = inhibition, actives largely listed as inhibitors; hit rate 6.9% among 360,000;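 note: plate controls were vehicle for no effect and reference inhibitor for full effect; nearly all actives have a fitted effect of over 55% in size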
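Purified P. pyralis luciferase, 10 nM final, with Km-level 10 uM D-luciferin and 10 uM ATP in 50 mM Tris acetate pH 7.5, 10 mM Mg acetate, 0.01% Tween-20, 0.05% BSA; 6-point qHTS titration about 60 µM downward; luminescence read.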
uPA surface inh: blocks generation of uPA at the cell surface | cell surface uPA generation assay, qHTS | Potency, µM (highest dose often 38.3 µM), without a hit: at the top dose activity change, negative = inhibition, most hits filed as inhibitors | hit rate 0.31% among 330,000 | AID 540303; active = well fitted inhibition curve with a large enough effect; inconclusive = small, poorly fitted or top-dose-only effect; inactive = no such curve, though single readings can be large or run the other way; tested in mouse RAW 264.7 cells; note: % is set by controls: 0 for no effect and ±100 for the full control effect; nearly all actives have a fitted effect of over 55% in size
BRCA1 expr act: BRCA1 expression activation; Potency, µM (highest dose often 46.1 µM), for inactives: at the highest dose activation, most hits filed as activators; hit rate 1.1% among 380,000; MCF7-BRCA1-FFLuc reporter, luminescence, 48 h; response scale: scaled: vehicle 0%, 10 µM genistein 100%; AID 624202; note: nearly all actives have a fitted effect of over 80% in size; some results filed as inactive show a strong effect at the top dose
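MCF7-BRCA1-FFLuc cells, 2000/well in phenol-red-free MEM, attached 2 h then treated 48 h at 37 C. Luciferase luminescence read 15 min after reagent; normalized to genistein maximum activation (10microM) and DMSO, concentration-response fitted.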
Rab9 promoter act: Rab9 promoter activation. AID 485297. hit rate 2.8% among 320,000. Huh7 Rab9 promoter-luciferase reporter, luminescence, 24 h. Potency, µM (highest dose often 9.22 µM), inactives show at the highest dose activation, negative = inhibition, usual class: activators; note: % of control where 0% means no effect; nearly all actives have a fitted effect of over 60% in size
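Steps: seed 1500 Huh7 Rab9-luc cells per well, rest 2 h at 37 °C; add compound in DMSO; incubate 24 h; add luciferase reagent, 10 min ambient; read luminescence.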
VP16 counter: inhibits Gal4-VP16 luciferase reporter, ROR gamma counter-screen; Drosophila S2 Gal4-VP16 UAS-luciferase, luminescence, 20 h; Potency, µM (doses to about 53.6 µM), without a hit: at the highest dose activity, negative = inhibition, hits mostly inhibitors; hit rate 3.5% among 310,000;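 note: Gal4-VP16 expression switched on by copper sulfate through the metallothionein promoter; % is set by controls: 0 for no effect and ±100 for the full control effect; nearly all actives have a fitted effect of over 50% in size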
MBNL1-CUG inh: blocks human MBNL1 binding to CUG repeat RNA. AID 2675. hit rate 0.036% among 280,000. TR-FRET MBNL1-His/biotin-(CUG)12 binding, 665/545 ratio. Potency, µM (highest dose often 57.5 µM), inactives show at the top dose activity change, negative = inhibition, hits mostly inhibitors. Q9NR56; active = well fitted inhibition curve with a large enough effect in the signal ratio, with a control signal flat, not every such curve was filed as active; inconclusive = small, poorly fitted or top-dose-only effect, or effect the other way, or a change in a side signal; inactive = no such curve, though single readings can be large or run the other way; the % refers to the signal ratio; note: % is set by controls: 0 for no effect and ±100 for the full control effect
Target sequence (Q9NR56 whole entry, looked up): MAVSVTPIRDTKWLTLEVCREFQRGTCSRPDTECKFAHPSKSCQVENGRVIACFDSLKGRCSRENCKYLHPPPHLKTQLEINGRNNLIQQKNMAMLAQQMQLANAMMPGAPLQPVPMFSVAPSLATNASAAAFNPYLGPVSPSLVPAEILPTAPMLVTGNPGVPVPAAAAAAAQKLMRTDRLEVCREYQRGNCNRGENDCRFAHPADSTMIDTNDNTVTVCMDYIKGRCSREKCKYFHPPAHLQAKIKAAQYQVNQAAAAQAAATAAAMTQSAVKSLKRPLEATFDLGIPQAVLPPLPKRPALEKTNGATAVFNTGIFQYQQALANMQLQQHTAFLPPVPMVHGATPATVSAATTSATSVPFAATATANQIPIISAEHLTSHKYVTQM
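Ratiometric TR-FRET (665 over 545 nm, excitation 340 nm) tracks disruption of MBNL1-His/biotin-(CUG)12 complex after 60 min at room temperature, with compounds at 92 nM to 58 uM final.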
ELG1 genotox: genotoxicity induction in ELG1-luciferase HEK293T cells | Potency, µM (doses to about 46 µM), inactives show top-dose activity change, positive = activation, most hits filed as activators | hit rate 1.3% among 330,000 | AID 504466 | HEK293T ELG1-luciferase reporter, luminescence, 16 h; note: % of control where 0% means no effect; nearly all actives have a fitted effect of over 60% in size
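Step 1: seed 2,000 HEK293T ELG1-luciferase cells per well. Step 2: add compound or DMSO, incubate 16 hr at 37 °C. Step 3: ONE-Glo, 30 min at room temperature, read luminescence.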
p53 reactivation: re-activators of mutant p53 | H1299 p53-A138V BP100-luciferase reporter, luminescence, 24 h | Potency, µM (series often up to 92.2 µM), inactives show top-dose activity change, positive = activation, most hits filed as activators | hit rate 0.063% among 320,000 | AID 504706; note: % of control where 0% means no effect; nearly all actives have a fitted effect of over 45% in size
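p53-null H1299 cells stably carrying temperature-sensitive p53-A138V and a BP100-luciferase reporter were pinned with compounds (4-point, 1:5 series) and held 24 hrs at 37 deg C. Luminescence was read 10 min after detection reagent.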
MLL CXXC-DNA inh: MLL CXXC-DNA interaction inhibition; MLL-CXXC / FITC-HOXA9 DNA fluorescence polarization; Potency, µM (highest dose often 115 µM), without a hit: top-dose activity change, negative = inhibition, actives largely listed as inhibitors; hit rate 0.037% among 290,000; AID 2662; active = well fitted inhibition curve with a large enough effect in the polarisation, with a control signal flat, not every such curve was filed as active; inconclusive = small, poorly fitted or top-dose-only effect, or effect the other way, or a change in a side signal; inactive = no such curve, though single readings can be large or run the other way; the % refers to the polarisation
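Purified MLL-CXXC (added from a 7 uM solution) was preincubated 5 min at ambient with pinned compounds in 50 mM Tris-HCl pH 7.5, 50 mM NaCl, 1 mM DTT, 0.05% BSA. Fluorescein-labeled HOX-A9 DNA (50 nM solution) followed, 30 min, then polarization read.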
RORgamma inh: inhibitors of mouse ROR gamma transcriptional activity; Drosophila S2 Gal4-RORgamma UAS-luciferase reporter, 20 h; P51450; hit rate 5.4% among 310,000; Potency, µM (top dose mostly 53.6 µM), inactives show at the highest dose activity change, negative = inhibition, usual class: inhibitors; note: % is set by controls: 0 for no effect and ±100 for the full control effect; nearly all actives have a fitted effect of over 60% in size
Target sequence (P51450 whole entry, looked up, the tested form may be a part): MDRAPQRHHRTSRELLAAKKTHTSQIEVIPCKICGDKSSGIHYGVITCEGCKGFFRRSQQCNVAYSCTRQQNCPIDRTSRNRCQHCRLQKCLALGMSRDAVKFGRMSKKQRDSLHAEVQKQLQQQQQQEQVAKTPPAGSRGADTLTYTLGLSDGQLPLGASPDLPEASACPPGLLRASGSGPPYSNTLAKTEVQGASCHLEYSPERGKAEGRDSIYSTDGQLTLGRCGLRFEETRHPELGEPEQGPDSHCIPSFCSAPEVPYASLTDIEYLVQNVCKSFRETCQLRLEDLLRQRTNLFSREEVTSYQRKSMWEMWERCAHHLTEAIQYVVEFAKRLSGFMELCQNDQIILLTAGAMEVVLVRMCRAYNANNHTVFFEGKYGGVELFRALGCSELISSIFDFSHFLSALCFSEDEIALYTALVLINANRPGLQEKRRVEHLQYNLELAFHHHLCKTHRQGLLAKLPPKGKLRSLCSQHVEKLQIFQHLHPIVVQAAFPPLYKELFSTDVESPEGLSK
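Drosophila Schneider cells stably carrying a metallothionein-driven Gal4 DBD–ROR gamma fusion and a UAS-Photinus luciferase reporter were exposed to compound for 1 hr, then induced with copper sulfate (700 uM final) for 20 hr at ambient temperature before luminescence reading.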
Starred values were filed as active, the others as inactive; ? = inconclusive; . = not tested or not shown; [ ] = another dose, or the depositor's remark. Unless noted, calls come from the whole dose curve; as a rule, active = well fitted curve in the direction sought with a large enough effect; inconclusive = small, poorly fitted or top-dose-only effect, or another doubt; inactive = no such curve, though single readings can be large; an effect the other way counts as inactive or inconclusive. Potency is the fitted concentration of half-maximal effect. This is a subset (hit frequency here may not be typical).

SMILES	NPC1 prom act	FLuc modulator	uPA surface inh	BRCA1 expr act	Rab9 promoter act	VP16 counter	MBNL1-CUG inh	ELG1 genotox	p53 reactivation	MLL CXXC-DNA inh	RORgamma inh
COc1cccc(C(C(=O)NC2CCCCC2)N(C(=O)CNC(=O)c2ccco2)c2cccnc2)c1 (configuration not stated)	-5%	2%	-9%	10%	-1%	-12%	-1%	1%	1%	9%	5%
CCN(CC(=O)NC(C)C)C(=O)C(CCSC)NC(=O)c1ccccc1OC (configuration not stated)	0%	-2%	-7%	7%	-1%	-8%	-7%	0%	?	25%	1%
CSc1nnc(-c2ccncc2)n1/N=C/c1cn(-c2ccccc2)nc1-c1ccc(Cl)cc1	-4%	-10%	-2%	-28%	1%	8%	-2%	-20%	-3%	-7%	29%
Cc1oc2c(cc(NS(=O)(=O)c3ccc(Cl)cc3)c3ccccc32)c1C(=O)O	-4%	-1%	0%	-23%	0%	2%	3%	2%	0%	-3%	1%
COc1ccccc1NC(=O)CSc1nc2ccccc2c(=O)n1C	-4%	-17%	?	-61%	-15%	?	24%	-10%	0%	-5%	44%
O=C(CN(C(=O)c1csnn1)c1cccc(Cl)c1)NC1CCCC1	2%	0%	-15%	-1%	2%	14%	1%	4%	1%	?	1%
COc1cc(OC)c2c(-c3cccc(-c4sccc4C(C)=O)c3)cc(=O)oc2c1	.	.	2.8µM*	-69%	.	?	.	?	23%	.	-15%
COc1ccccc1CNC(=O)CCS(=O)(=O)c1ccc(Cl)cc1	-1%	-2%	1%	13%	0%	.	.	-8%	-6%	.	.
O=C(NCC(c1cccs1)N1CCOCC1)c1cccc([N+](=O)[O-])c1 (configuration not stated)	-2%	0%	14%	-67%	7%	11%	?	3%	3%	-4%	-10%
C#Cc1ccc(C(=O)NCc2ccc(N3CCCC3=O)cc2)cc1	-5%	2%	15%	9%	-2%	-10%	-2%	-4%	2%	21%	38%
Cc1cc(F)ccc1NCC(=O)Nc1ccc(Br)cc1C	-1%	1%	-2%	-28%	-5%	-2%	-3%	1%	1%	-3%	-8%
Cc1c(Cl)cccc1N1C(=O)c2ccccc2C1=O	-2%	-1%	.	4%	-2%	.	-5%	-9%	5%	1%	-8%[0.365 µM]
COc1cc(/C=N/NC(=O)c2cccnc2)ccc1OC(=O)c1ccc([N+](=O)[O-])cc1	-1%	-11%	2%	-37%	0%	1%[10 µM]	?	4%	-2%	11%	3%
COC(=O)c1cc(C)[nH]c2c(C)cc3nc4ccccc4c3c12	2%	-9%	-6%	-46%	0%	-6%	9%	-10%	-4%	16%	35%
S=C(NC1CCCCC1)N1CCc2ccccc2C1	3%	?	-5%	-10%	-3%	?	.	14%	?	-1%	-97%
CSc1ccc(CN(C)C(=O)c2cc(=O)c3ccccc3o2)cc1	-2%	-2%	-1%	-1%	1%	5%	2%	-9%	-2%	1%	22%
COCCN(C(=O)COC(=O)/C=C/c1ccc2c(c1)OCO2)c1c(N)n(Cc2ccccc2)c(=O)[nH]c1=O	-1%	1%	2%	-21%	-5%	.	.	0%	5%	.	.
CC1CCCN(CC(=O)Nc2ccc(S(=O)(=O)N3CCCCCC3)cc2)C1 (configuration not stated)	-3%	-2%	5%	-45%	2%	5%	-1%	-3%	9%	5%	20%
COc1ccc(-c2[nH]ncc2N=Nc2ccccc2)cc1	-9%	-19%	-4%	-24%	-3%	?	?	9%	0%	1%	-2%
Cc1ccc([N+](=O)[O-])cc1NC(=O)CN(C)CCOc1ccccc1	1%	0%	-8%	0%	5%	10%	?	-2%	-6%	6%	5%
CCCCNC(=O)CSc1nc2ccsc2c(=O)n1CCCC(=O)NCCc1ccc(S(N)(=O)=O)cc1	3%	2%	1%	10%	-2%	8%	43%[activator]	0%	-2%	1%	4%
C[C@@H](CN=[N+]=[N-])CN1CC[C@H](O)CCC1=O	-1%	0%	16%	16%	-7%	4%	6%	0%	5%	-6%	-3%
CCc1ccc(-c2cc(C)no2)cc1S(=O)(=O)N1CCC(C)CC1	-9%	3%	-2%	-28%	-4%	-9%	-2%	-6%	1%	0%	-16%
O=C(CSc1nnc(CNC(=O)c2cccs2)o1)Nc1ccc(F)cc1F	2%	-2%	-2%	-35%	4%	1%	2%	4%	-2%	28%	-19%
CCN(CC)C(=O)Oc1cc(=O)n(C)c2ccccc12	-7%	-1%	4%	2%	-2%	2%	-7%[11.5 µM]	4%	-7%	4%	14%
CCN1CC=C2C(C1)C(c1ccc(Cl)s1)C(C#N)=C(N)C2(C#N)C#N (configuration not stated)	0%	1%	-2%	-14%	2%	4%	?	-9%	-1%	?	12%
Cc1cccc(NC(=O)c2ccc([N+](=O)[O-])s2)c1C	-2%	-1%	?	-58%	-3%	?	?	-7%	?	-4%	-34%
O=C(Nc1ccccc1Cc1ccccc1)c1ccc2c(c1)SC1=NS(=O)(=O)CCN12	-3%	1%	-9%	-13%	1%	1%	-10%	9%	0%	9%	9%
COC(=O)c1ccccc1OCCCCN1CC(C)OC(C)C1 (configuration not stated)	-1%	-3%	-3%	-11%	-6%	-10%	-14%	1%	-5%	3%	-14%
COC(=O)c1nnn(-c2ccsc2C(=O)OC)c1C(=O)OC	-3%	0%	-4%	-6%	2%	20%	-3%	0%	0%	2%	-3%
COc1ccc(OCC(=O)Nc2ccc3c(c2)nc(CCN2CCCCC2)n3C)cc1	5%	0%	1%	-37%	-8%	11%	2%	-2%	5%	7%	-6%
COCCCNC(=O)/C(C#N)=C/c1c(N2CCN(C)CC2)nc2c(C)cccn2c1=O	-1%	0%	-7%	-11%	0%[1.84 µM]	11%	?	0%	4%	5%	-23%
CS(=O)(=O)N1N=C(c2cccs2)CC1c1ccc(F)cc1 (configuration not stated)	8%	-17%	0%	-1%	14%	4%	-1%	-2%	-3%	23%	-2%
Cc1nc(SCC(=O)Nc2cc(C)on2)c2c3c(sc2n1)CCCC3	1%	6%	6%	-12%	-2%	0%	43%[activator]	?	6%	-5%	43%
Cc1ccc(S(=O)(=O)CCC(=O)NCc2ccc(Cl)cc2)cc1	-2%	0%	1%	-15%	3%	-1%	-14%	-1%	-3%	10%	-5%
O=C(CN1CCN(Cc2ccccc2Cl)CC1)N/N=C/c1ccccn1	-5%	3%	-9%	4%	-5%	6%	-10%	-5%	0%	32%[activator]	-31%
CN1C(=O)N(c2nnc(C(C)(C)C)s2)C(=O)C1c1ccccc1 (configuration not stated)	0%	5%	5%	16%	0%	-1%	3%	0%	-3%	7%	23%
COc1cc(NC(=O)c2ccccc2OCc2ccccc2)cc(OC)c1OC	-5%	0%	11%	-59%	6%	0%	-4%	-6%	3%	-1%	-15%
COc1cc(C(=O)OC(C)CN2CCN(C)CC2)cc(OC)c1OC (configuration not stated)	-13%	3%	-2%	3%	-9%	7%	0%	1%	4%	0%	0%
c1ccc(OCCn2cnc3ccccc32)cc1	-4%	-7%	.	42%	-4%	3%[0.365 µM]	4%	20%	-1%	-1%	8%
Cc1cccc(NC(=O)Cn2c(O)c(N=NC(=O)c3ccccc3O)c3ccccc32)c1	5%	?	6%	-41%	-5%	?	.	17%	-16%	-5%	25%[10 µM]
Cc1cc(C(=O)COC(=O)C2=COCCO2)c(C)n1-c1ccc2c(c1)OCO2	?	?	-3%	?	26%	7%	-13%	?	?	8%	35%
COc1cc(C(=O)Nc2nc(-c3ccc(Cl)cc3)c(C)s2)ccc1OCC(=O)Nc1ccc(F)cc1	-8%	2%	-3%	-47%	-5%	?	23%	5%	1%	-2%	?
Oc1ccc(-c2nccc(-c3ccccn3)n2)cc1	?	17µM*	-11%	?	?	-19%	-17%	?	15%	16%	-22%
COc1ccc2[nH]c(C(=O)Nc3ccc(C)c(F)c3)cc2c1	?	?	-9%	3.5µM*	?	-19%	.	-6%	4%	3%	-17%
Cc1ccc(S(=O)(=O)N2CCN(C3CC(=O)N(Cc4ccccc4)C3=O)CC2)cc1C (configuration not stated)	2%	3%	7%	-6%	-5%	4%	-8%	-4%	-6%	-2%	0%
